STEP inh = blocks human striatal-enriched tyrosine phosphatase | recombinant STEP, OMFP fluorogenic substrate, fluorescence | inhibition, % at 20 µM | 360,000 tested, 0.25% active | AID 588621;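 active = inhibition at 20 µM, scaled per plate between control wells, above about 37%, limit read from the data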;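 note: 0% = DMSO with enzyme and substrate and 100% = substrate only without enzyme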
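Also added – OMFP at 25 µM · Test system – STEP tyrosine phosphatase · Technique – FITC-channel fluorescence of OMFP product · Schedule – 20 min at room temperature, dark · Evaluation – control-normalized % inhibition with plate pattern correction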
SUMO1 PPI mod = modulators of human SUMO1-mediated protein-protein interactions | P63165 | inhibition, % at 20 µM | 360,000 tested, 0.33% active | SUMO1 binding to a labelled peptide, TR-FRET, 1 h; in the data active = inhibition above about 37%
DNMT1 inh = inhibitors of human DNMT1. 360,000 tested, 0.83% active. inhibition (reported as % activation of signal), % at 10 µM. DNMT1 molecular beacon, Hinp1I cleavage, fluorescence; in the data active = inhibition above about 50%
LMPTP inh = blocks human LMPTP phosphatase | P24666 | recombinant LMPTP-A, OMFP fluorogenic substrate, fluorescence intensity | inhibition, % at 20 µM | 360,000 tested, 0.22% active | AID 651560;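 active = compounds that cut the enzyme signal by at least half of the control window in the single-dose screen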;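 note: plate controls were DMSO wells with enzyme plus substrate for no effect and substrate without enzyme for full effect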
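Assay system: LMPTP-A enzyme. Input: 0.625 nM LMPTP-A final. Probe or stimulus: 400 µM OMFP. Compound dosing: single 20 µM dose. Schedule: 50 min dark incubation at room temperature. Detection: fluorescence intensity of OMFP turnover product. Read-out: percent inhibition versus substrate-only and uninhibited controls. Benchmarks: no-enzyme low control, uninhibited high control.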
Rin1-Abl PPI inh = blocks binding of human Rin1 to Abl; P00519+Q13671; TR-FRET Rin1/Abl binding, biochemical; inhibition, % at 7.35 µM; 360,000 tested, 0.4% active; AID 588664; in the data active = inhibition above about 5%, passing the limit was not always enough
Scp-1 inhibitor = Scp-1 (human) phosphatase inhibition. Q9GZU7. Recombinant Scp1, phosphopeptide, malachite green phosphate absorbance. inhibition, % at 20 µM. 340,000 tested, 0.88% active;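 active = inhibition above about 50% at 20 µM, limit read from the data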;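 note: plate controls were DMSO wells with enzyme for no effect and wells lacking enzyme for full effect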
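Material: truncated SCP-1 phosphatase (76-261aa) / Buffer or medium: 50 mM Tris acetate pH 5.5, 0.005% Tween-20, 10 mM MgCl2 / Compound dosing: one concentration, 20 µM, with 1.0% DMSO / Incubation: 45 min room-temperature reaction, 5 min colour, 30 min stabiliser / Detection: colorimetric free-phosphate detection, absorbance 630 nm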
NadD block = NadD (S. aureus) enzyme inhibition | purified NadD enzyme, colorimetric absorbance read-out | inhibition, % at 20 µM | 360,000 tested, 0.78% active | AID 602399; in the data active = inhibition above about 26%; note: some compounds past the cut are filed as inactive
CSN deneddyl inh = inhibitors of human CSN-mediated cullin deneddylation. Q92905. Purified CSN, SCF-Nedd8-OG deneddylation, fluorescence polarization. inhibition, % at 12.5 µM. 360,000 tested, 0.38% active. AID 651999;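 active = pattern-corrected inhibition above about 35%, with an unprinted fluorescence ratio check between 0.5 and 1.5, limit read from the data, passing the limit was not always enough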;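 note: 0% = enzyme with substrate and 100% = substrate without enzyme; some results filed as inactive read as strong as hits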
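Test system: purified human Csn5 enzyme expressed in HEK293T cells. Amount: 0.24 nM enzyme. Reagent: SCFSkp2-Nedd8OG substrate at 10 nM final. Schedule: 90 min incubation of compound, enzyme and substrate at room temperature. Detection: fluorescence polarization. Read-out: % inhibition of substrate cleavage by Csn5.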
Neddylation inh = inhibitors of human cullin neddylation | P61081+Q13564 | TR-FRET cullin neddylation, biochemical | calls only at 25 µM | 360,000 tested, 0.58% active; in the data active = inhibition above about 36%
Target sequence (P61081 whole entry, looked up): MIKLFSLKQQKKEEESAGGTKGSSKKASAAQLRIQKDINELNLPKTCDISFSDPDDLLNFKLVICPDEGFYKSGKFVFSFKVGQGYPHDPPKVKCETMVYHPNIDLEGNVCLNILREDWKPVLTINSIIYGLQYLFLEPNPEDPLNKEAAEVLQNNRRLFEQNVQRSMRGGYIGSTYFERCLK
Target sequence (Q13564 whole entry, looked up): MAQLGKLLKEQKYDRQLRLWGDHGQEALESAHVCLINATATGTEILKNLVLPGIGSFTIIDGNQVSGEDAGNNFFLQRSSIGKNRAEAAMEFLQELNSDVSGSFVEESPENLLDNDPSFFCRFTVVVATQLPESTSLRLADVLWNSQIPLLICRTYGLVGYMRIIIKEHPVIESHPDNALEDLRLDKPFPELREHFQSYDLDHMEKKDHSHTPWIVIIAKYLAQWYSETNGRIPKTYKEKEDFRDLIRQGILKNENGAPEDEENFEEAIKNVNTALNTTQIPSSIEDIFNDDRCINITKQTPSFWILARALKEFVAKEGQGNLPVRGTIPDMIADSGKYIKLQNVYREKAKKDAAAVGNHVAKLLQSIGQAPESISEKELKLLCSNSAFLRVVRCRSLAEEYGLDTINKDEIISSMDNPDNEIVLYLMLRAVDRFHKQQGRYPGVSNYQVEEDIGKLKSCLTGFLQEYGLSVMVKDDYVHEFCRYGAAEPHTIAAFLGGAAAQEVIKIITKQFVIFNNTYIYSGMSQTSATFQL
Rpn11 inh = blocks the human proteasome subunit Rpn11. calls only at 20 µM. human 26S proteasome, Ub4-pepOG fluorescence polarization; 20S core pre-blocked with epoxomicin. 360,000 tested, 0.59% active. AID 588493;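 active = inhibition at 20 µM, scaled to each plate's controls, above about 33%, limit read from the data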
Target sequence (O00487 whole entry, looked up): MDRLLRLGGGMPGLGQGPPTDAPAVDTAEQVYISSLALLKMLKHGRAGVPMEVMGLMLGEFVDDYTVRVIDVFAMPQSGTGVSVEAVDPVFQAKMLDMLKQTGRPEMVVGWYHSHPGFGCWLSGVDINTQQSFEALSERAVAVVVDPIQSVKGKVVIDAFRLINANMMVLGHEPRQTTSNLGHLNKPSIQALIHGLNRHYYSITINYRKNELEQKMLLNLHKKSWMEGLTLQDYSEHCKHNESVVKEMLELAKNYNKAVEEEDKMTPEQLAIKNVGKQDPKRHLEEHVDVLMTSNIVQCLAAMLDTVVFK
* marks the source's active call; other numbers are inactive results; i = inactive; x = no result given.

canonical_smiles	STEP inh	SUMO1 PPI mod	DNMT1 inh	LMPTP inh	Rin1-Abl PPI inh	Scp-1 inhibitor	NadD block	CSN deneddyl inh	Neddylation inh	Rpn11 inh
COc1cc(-c2c(NC(=O)c3ccco3)oc3ccccc3c2=O)cc(OC)c1OC	3	1	2	-0.1	5	25	-1	3	i	i
Cc1cccc(C(=O)NC2CCN(C(=O)NCc3ccccc3)CC2)c1	0	0	5	0.4	-1	75*	14	0	i	i
COc1ccc(S(=O)(=O)N2CCC(C(=O)N[C@H](C(=O)N3CCCCCC3)C(C)C)CC2)cc1	-1	-3	-1	-1.1	2	-9	-4	1	i	i
CN(C)CCC(=O)c1cccc(Br)c1	-2	-1	6	-1.2	3	-5	4	2	i	i
CCC(Sc1nc(-c2ccccc2)cc(=O)[nH]1)C(=O)O (centres undefined)	-2	1	4	-0.6	-3	-4	-2	1	i	i
CCC(=O)Nc1nc2ccc(NC(=O)COc3ccccc3)cc2s1	0	-2	5	0.2	3	-5	-3	5	i	i
O=C(/C=C/c1cccc(Cl)c1)NCCc1ccccc1	3	-9	1	-0.9	2	-4	-5	-14	i	i
COc1ccc(-n2nnnc2C(c2cccs2)N2CCN(C/C=C/c3ccccc3)CC2)cc1 (centres undefined)	3	3	-9	2.2	-2	x	4	-1	i	i
Cc1cc2[nH]c3ccccc3c2cn1	0	3	6	6.6	0	-10	-1	-1	i	i
CC1CCN(C(=O)CCC(=O)Nc2nnc(C3CCCCC3)s2)CC1	0	1	2	-1.2	2	-3	-4	2	i	i
CC1(c2ccc(Cl)cc2Cl)NC(=O)N(CC(=O)Nc2cccnc2Cl)C1=O (centres undefined)	-1	2	1	0.4	0	-3	-4	-5	i	i
O=C(O)c1cncc(C#Cc2ccccc2)c1	0	2	-2	-1.4	3	-9	-8	-3	i	i
O=C(O)c1cc([N+](=O)[O-])ccc1N1CCCCC1	1	-28	2	3.2	-2	15	2	-17	i	i
COc1ccc(C(=O)/C=C(\C)Nc2ccc(NC(C)=O)cc2)cc1	2	-3	0	-1.8	2	-8	-3	3	i	i
COc1ccc(NC(=O)CSc2n[nH]c(-c3ccccn3)n2)cc1	1	-1	-3	-1.4	0	4	0	3	i	i
Nc1c(N(Cc2ccccc2)C(=O)CCc2ccccc2)c(=O)[nH]c(=O)n1Cc1ccccc1	4	8	-3	0.5	9.8*	-6	0	1	i	i
CC1(C)CC(=O)C(C=N)=C(O)C1	1	-1	4	-2.7	0	-6	-2	-6	i	i
CCOc1ncccc1C(=O)OCC(=O)N1CC(=O)Nc2ccccc21	2	0	1	-1.5	4	-3	-1	-1	i	i
COc1ccccc1NC(=S)N1CCN(c2nc(-c3ccccc3)cs2)CC1	1	-2	-4	0.9	5	0	-5	-1	i	i
CCCOCC(O)CCc1n[nH]c(=S)n1-c1ccccc1 (centres undefined)	-1	-2	8	0.8	5	60*	1	-4	i	i
N#Cc1c(Nc2ccccc2)c(C=O)c[nH]c1=O	2	-2	3	-1.1	-18	-10	-2	4	i	i
Cc1ccc(C(=O)CCC(=O)N(C)CC(=O)Nc2ccccc2Br)cc1	2	9	2	-1.2	1	-9	1	-3	i	i
COc1ccccc1C(=O)N/N=C(\C)CC(=O)Nc1ccc(Nc2ccccc2)cc1	0	4	-9	2.2	-1	-8	10	2	i	i
Cc1cccc(-n2nc(C(=O)c3ccco3)cc(-c3nc4ccccc4[nH]3)c2=N)c1	1	-14	-5	6.8	-3	7	17	7	i	i
CCc1cc2c(N3CCN(c4nnc(CC)s4)CC3)ncnc2s1	-2	4	-2	-1.6	7.4*	-2	0	5	i	i

Individual results from the entries so far:
N#Cc1c(Nc2ccccc2)c(C=O)c[nH]c1=O @ Rin1-Abl PPI inh: -18
O=C(/C=C/c1cccc(Cl)c1)NCCc1ccccc1 @ STEP inh: 3

Other entries follow.
canonical_smiles	STEP inh	SUMO1 PPI mod	DNMT1 inh	LMPTP inh	Rin1-Abl PPI inh	Scp-1 inhibitor	NadD block	CSN deneddyl inh	Neddylation inh	Rpn11 inh
O=C(/C=C/c1ccc(F)cc1)NC(=S)N1CCCCC1c1cccnc1 (centres undefined)	1	1	4	0.8	5	-4	1	1	i	i
O=C(NC(Cc1ccccc1)C(=O)O)/C(=C/c1ccccc1)NC(=O)c1ccc(Br)o1 (centres undefined)	-1	2	5	0.0	1	-4	2	3	i	i
CCOc1cc(/C=N\NC(N)=O)cc(Br)c1OC(C)C	-1	-3	0	0.6	3	7	0	-2	i	i
CC1=C(Cl)C2=NS(=O)(=O)CCN2C=C1Cl	2	0	-4	0.5	0	6	-3	2	x	i
COc1ccc(S(=O)(=O)Nc2nc3ccccc3nc2NCc2ccc3c(c2)OCO3)cc1	0	6	-5	1.8	3	-4	8	-8	i	i
Cc1c(NC(=O)C(=O)N/N=C/c2cccs2)c(=O)n(-c2ccccc2)n1C	4	-10	6	1.4	1	-1	-1	2	i	i
Cc1ccc(N2CCN(c3ccc(NC(=O)CCC(=O)O)cc3)CC2)cc1	0	0	-9	-0.2	-4	-8	-1	2	i	i
Cc1ccc(C)n1-c1ccc(N(C)C)cc1	1	-12	-7	3.0	4	-7	-2	2	i	i
CN1OC[C@@H]2CN(C(=O)CCc3ccccc3)[C@H](c3cccc(-c4ccc(C#N)cc4)c3)C[C@@H]21	0	1	-1	-0.4	-2	25	10	2	i	i
O=C(CC1C(=O)NCCN1CC1CCCCC1)NCc1ccc(F)cc1F (centres undefined)	-1	-4	-7	-1.3	2	-5	-2	-1	i	i
CC(=O)Nc1nnc(CSCc2ccc(F)cc2)s1	-4	1	0	-1.2	3	-19	-6	22	i	i
CCCCCCn1c(O)c(/C=C2\C=NN=C2c2ccccc2)sc1=S	-1	0	-9	4.1	-2	6	-6	-2	i	i
CCC(C(=O)N1CCN(c2ccccc2OC)CC1)c1ccccc1 (centres undefined)	1	4	7	-1.3	-2	-1	-3	-6	i	i
CCC(=O)N1CCC1(C)C(=O)Nc1ccc2nc(C)ccc2c1 (centres undefined)	2	-1	-1	-0.6	-3	x	1	-1	i	i
COc1cc(C(=O)Oc2cccc(/C=N/NC(=O)c3cc(C)[nH]n3)c2)cc(OC)c1OC	0	-4	-3	3.3	2	-8	5	-3	i	i
O=C(O)c1cccc(C(=O)c2cccc(C(=O)O)c2)c1	2	1	1	-1.1	3	-9	0	-10	i	i
C=C(C)C(=O)O[C@H]1C/C(C)=C\C(=O)/C=C(\C)[C@H](O)[C@@H]2OC(=O)C(=C)[C@@H]21	0	8	0	-0.7	0	37	-2	7	i	i
Cc1ccc(CCNC(=O)C2CCCN(S(=O)(=O)c3cnc[nH]3)C2)cc1 (centres undefined)	0	5	2	-1.0	0	-3	0	1	i	i
O=C(NNC(=O)c1ccc[nH]1)c1cccc(C(F)(F)F)c1	-1	-2	3	-3.5	0	7	-3	2	i	i
Cc1nccn1CCC(=O)Nc1ccc(Cl)cc1	3	1	1	0.2	-1	-2	-3	0	i	i
O=C(N/C(=C\c1ccco1)C(=O)N1CCCC1CO)c1ccccc1 (centres undefined)	0	-6	2	2.8	2	1	8	-5	i	i
O=C1c2ccccc2C(=O)N1c1n[nH]c(CCc2ccccc2)n1	2	-6	3	-0.6	1	-1	7	4	i	i
Cc1cccc2c1CC(C)(C)N=C2C1=C(O)CC(C)(C)CC1=O	-3	2	2	-1.0	2	-2	-2	-2	i	i
Cc1nc2sc3c(c2c(=N)n1N)CCCC3	-1	4	-2	0.5	3	-7	-1	-7	i	i
CCc1ccccc1NC(=S)N1CCC(NC(=O)c2ccc(OC)cc2)CC1	-2	4	1	0.2	-2	-5	3	-4	i	i
COc1ccc2c3c(c(=O)oc2c1OCC(=O)C(C)(C)C)CCCC3	2	3	1	-0.2	-1	1	-3	-2	x	i
Cn1c(SCc2ccccc2Cl)nc(C(F)(F)F)cc1=O	4	-2	2	2.3	0	0	-9	-4	i	i
CCCc1[nH]c(=O)c(C#N)c2c1CCCC2	0	-3	-2	-0.3	-1	0	-5	-10	i	i
CN1CCN(C(=O)C2CCN(S(=O)(=O)c3cnc[nH]3)CC2)CC1	-3	1	2	-2.4	-1	-7	-2	2	i	i
CCN1CCN(c2ccc(S(=O)(=O)N3CCCCC3)cc2NC(=O)/C=C/c2cccc(OC)c2OC)CC1	-1	-17	-6	1.0	-3	0	1	3	i	i
C/C(=C\C(=O)Nc1cscc1C)C(=O)O	-1	-2	-4	0.4	1	-10	-1	-1	i	i
O=S(=O)(c1ccc(F)cc1)N1CCN(Cc2nnc(-c3ccccc3)o2)CC1	1	2	3	-2.0	1	-10	-1	0	i	i
C=CCN(CC=C)C(=O)C1c2ccccc2Oc2ccccc21	1	5	4	-1.1	1	x	-4	3	i	i
Cc1ccc2c(c1)C(c1ccccc1)N(C(=O)c1ccccc1)CC(=O)N2 (centres undefined)	0	2	4	-0.4	2	-9	-5	-1	i	i
CC(=N\NC(=O)c1cc(Br)ccc1O)/C(=N/O)C(=O)Nc1ccccc1	1	9	-2	-0.2	2	-7	-1	2	i	i
O=C(CNC(=O)c1ccccc1F)NCc1cccnc1	0	-5	0	-0.7	1	-3	-2	-1	i	i
COc1ccc(C(=O)NCc2nnc(SCC(=O)N3CCOCC3)o2)cc1	-5	-1	3	-0.6	-3	-8	-8	-1	i	i
CN(C)c1ccc(NC(=O)CSc2nnc(-c3cnccn3)n2C)cc1	-3	-4	-3	-0.5	-3	-5	5	4	i	i
O=Cc1cccc(Oc2ccc([N+](=O)[O-])cc2[N+](=O)[O-])c1	-2	-24	0	-0.4	0	-8	-7	4	i	i
Nc1nc(CSC(=S)N2CCN(c3ccccc3)CC2)nc(Nc2ccc(F)cc2)n1	-1	4	-14	3.2	3	-1	6	-6	i	i
CC(=O)Oc1ccc(-c2cccc(C(=O)N3CCCCC3)c2)cc1	1	-1	-1	0.1	3	-2	5	-1	i	i
O=C(CCc1ccccn1)NC1CCCc2c1cnn2-c1ccc(F)cc1F (centres undefined)	1	0	-1	-2.3	0	-2	-4	0	i	i
C[n+]1cccc(C2C(C#N)=C(N)Oc3c2ccc2ccccc32)c1 (centres undefined)	-4	-16	-11	-3.6	-2	7	-9	-1	i	i
O=C1N=C(N2CCCC2)S/C1=C\C=C\c1ccccc1	2	-25	0	3.3	0	-11	3	5	i	i

Retrieved by compound from the entries so far (2):
canonical_smiles	STEP inh	SUMO1 PPI mod	DNMT1 inh	LMPTP inh	Rin1-Abl PPI inh	Scp-1 inhibitor	NadD block	CSN deneddyl inh	Neddylation inh	Rpn11 inh
CCOc1cc(/C=N\NC(N)=O)cc(Br)c1OC(C)C	-1	-3	0	0.6	3	7	0	-2	i	i
CC1(c2ccc(Cl)cc2Cl)NC(=O)N(CC(=O)Nc2cccnc2Cl)C1=O (centres undefined)	-1	2	1	0.4	0	-3	-4	-5	i	i

Compound activity as filed in PubChem.
